HTR5A ag: HTR5A agonists in luminescence cell assay, primary screen, counter-screen for OPRM1-OPRD1 heterodimer agonist project, full-deck HTS; cell-based; activation, % at 9.3 µM; 0.61% of 340,000 active; in the data active = activation mostly above about 9.5%, no sharp cut-off; inactive = mostly below about 7.6%;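 also: 0% = cells with vehicle only and 100% = reference agonist; strong numbers were not always called active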
OPRM1-OPRD1 inv: inverse agonists of MOR-DOR heterodimerization, primary screen, cell-based, luminescence; cell-based MOR-DOR heterodimer luminescence, inverse agonism; Mu-type opioid receptor (Homo sapiens) + Delta-type opioid receptor (Homo sapiens), …; 0.21% of 340,000 active; inhibition, % at 9.3 µM; in the data active = inhibition above about 22%, passing the limit was not always enough;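 also: 0% = cells with DMSO and 100% = wells without cells with DMSO; values of inactives mirror those of a sister screen read the other way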
Target sequence (P35372 whole entry, looked up): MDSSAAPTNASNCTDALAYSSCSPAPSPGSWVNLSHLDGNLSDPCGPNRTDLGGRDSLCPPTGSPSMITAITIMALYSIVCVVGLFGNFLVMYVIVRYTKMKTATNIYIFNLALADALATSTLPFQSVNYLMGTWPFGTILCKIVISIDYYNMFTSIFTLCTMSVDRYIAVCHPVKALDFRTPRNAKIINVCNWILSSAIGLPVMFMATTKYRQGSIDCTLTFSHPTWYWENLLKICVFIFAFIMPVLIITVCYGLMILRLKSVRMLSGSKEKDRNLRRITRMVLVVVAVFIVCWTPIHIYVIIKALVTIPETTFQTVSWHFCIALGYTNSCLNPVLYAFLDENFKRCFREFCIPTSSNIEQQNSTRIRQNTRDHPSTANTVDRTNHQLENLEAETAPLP
Target sequence (P41143 whole entry, looked up): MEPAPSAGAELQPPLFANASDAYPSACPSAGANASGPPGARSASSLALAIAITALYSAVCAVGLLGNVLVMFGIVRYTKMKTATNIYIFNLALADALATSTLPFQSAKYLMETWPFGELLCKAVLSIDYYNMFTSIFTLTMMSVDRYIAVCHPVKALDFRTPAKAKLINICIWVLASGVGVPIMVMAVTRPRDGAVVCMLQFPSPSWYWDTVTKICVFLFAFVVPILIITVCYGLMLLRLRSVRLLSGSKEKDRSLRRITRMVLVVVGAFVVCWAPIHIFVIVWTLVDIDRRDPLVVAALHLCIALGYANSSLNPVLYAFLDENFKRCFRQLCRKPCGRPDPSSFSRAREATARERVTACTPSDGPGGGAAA
Keap1 Nrf2 FP: Keap1-Nrf2 protein-protein interaction inhibitors, primary screen, biochemical, fluorescence polarization, single point; AID 504523, 2011; 0.15% of 340,000 active; inhibition, % at 9.4 µM; Kelch-like ECH-associated protein 1 (Homo sapiens), Q14145; Keap1 Kelch-Nrf2 peptide fluorescence polarization, 1536-well; in the data active = inhibition above about 12%;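 also: human Keap1 Kelch domain with fluorescein labeled Nrf2 9mer peptide probe; 0% = neutral control wells and 100% = peptide positive control; higher means more block of Keap1 binding to Nrf2 peptide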
MOR-DOR ag: agonists of OPRM1-OPRD1 heterodimerization, primary screen, cell-based, luminescence; Mu-type opioid receptor (Homo sapiens) + Delta-type opioid receptor (Homo sapiens), …; cells; activation, % at 9.3 µM; 0.3% of 340,000 active; AID 504326, 2011; in the data active = activation above about 18%;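 also: 0% = vehicle-treated cells and 100% = reference agonist; values of inactives mirror those of a sister screen read the other way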
CAL-PDZ inh HTS: untagged CAL PDZ binding inhibitors, primary screen, biochemical, fluorescence polarization, HTS; Golgi-associated PDZ and coiled-coil motif-containing protein (Homo sapiens), Q9HD26; AID 602252, 2012; 0.92% of 300,000 active; inhibition, % at 24.9 µM; purified CAL PDZ, TMR-peptide fluorescence polarization, 1 h;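 active = mean inhibition of at least 30% with at least half of replicates also reaching 30%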;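 also: 0% = DMSO neutral control and 100% = excess unlabeled competitor peptide PRC23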
cardiac RTF act: cardiac RTF calcium sensitivity activators, primary screen, biochemical, IANBD-TnC fluorescence, EC20 calcium; Troponin I, cardiac muscle (Homo sapiens) + Troponin T, cardiac muscle (Homo sapiens) + …; activation, % at 7.2 µM; 0.24% of 340,000 active; IANBD-labeled TnC RTF fluorescence at EC20 calcium; 0% EC20 calcium, 100% full calcium;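 active = activation above the mean over all tested compounds plus 3 SD, cut at about 30% in these data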;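 also: rise in fluorescence read as greater calcium sensitivity of cardiac thin filaments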
LANA DNA inh: inhibitors of KSHV C-LANA binding to DNA, primary screen, biochemical, fluorescence polarization, FAM-LBS DNA, MBP-C-LANA, single point; Kaposi's sarcoma herpesvirus LANA C-terminal domain (residues 932-1162) DNA binding; inhibition, % at 9 µM; 0.078% of 340,000 active; AID 504423, 2011;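 active = highest replicate inhibition at or above 60% at 9 µM, even if other replicates fall short; inactive = all replicates below 60% inhibition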;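 also: 0% = neutral control wells and 100% = 4 µM acridine orange control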
Cardiac RTF inh: cardiac RTF calcium sensitivity inhibitors, primary screen, biochemical, IANBD-TnC fluorescence, EC70 calcium | inhibition, % at 7.15 µM | Troponin I, cardiac muscle (Homo sapiens) + Troponin T, cardiac muscle (Homo sapiens) + … | IANBD-labeled cardiac RTF, Ca2+ fluorescence | 0.12% of 340,000 active;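 active = inhibition above the mean inhibition of all tested compounds plus 3 SD, cut at about 17% in these data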;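 also: assay run at fixed EC70 calcium of 1.6 mM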
V-ATPase pHluor: regulators of yeast V-ATPase proton pumping, primary screen, pHLuorin cytosolic pH fluorescence; S. cerevisiae; 0.37% of 350,000 active; AID 504577, 2011; response, % at 10 µM; in the data active = response mostly above about 7.3%, no sharp cut-off; inactive = mostly below about 5.4%; also: actives read high; inactives centre near 0; some compounds called inactive have numbers as strong as hits; reference of the scale not given here
HTR5A inv ag: HTR5A inverse agonists in luminescence cell assay, primary screen, counter-screen for OPRM1-OPRD1 heterodimer inverse agonist project, full-deck HTS; HTR5A cell line, inverse agonism; 0.083% of 340,000 active; inhibition, % at 9.3 µM; in the data active = inhibition mostly above about 23%, no sharp cut-off; inactive = mostly below about 18%;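 also: 0% = cells with DMSO and 100% = no-cell wells with DMSO; some compounds called inactive have numbers as strong as hits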
The depositor's hits bear a star; · = not tested or not shown.

SMILES	HTR5A ag	OPRM1-OPRD1 inv	Keap1 Nrf2 FP	MOR-DOR ag	CAL-PDZ inh HTS	cardiac RTF act	LANA DNA inh	Cardiac RTF inh	V-ATPase pHluor	HTR5A inv ag
CCOC(=O)C1CCN(C(=O)c2cccc(S(=O)(=O)NCc3ccccc3)c2)CC1	4	13	1	-3.4	0	7	-0.3	-8	-5	-10
CCCNC(=O)COC(=O)c1c2c(nc3ccccc13)CCC2	-1	-4	-7	0.6	-2	-5	2.0	1	0	14
CSc1cccc(CNC(=O)CC2C(=O)NCCN2CC(C)(C)C)c1 (stereo unspecified)	-3	-1	-7	0.2	3	0	1.6	2	-2	8
O=C(NC1CCCCCC1)C1c2ccccc2C(=O)N1C1CC1 (stereo unspecified)	4	15	0	-2.7	·	0	0.8	-5	3	7
COC(=O)c1c(C)[nH]c(C(=O)NCCc2ccc(S(N)(=O)=O)cc2)c1C	-1	9	1	-1.8	-4	1	1.7	10	-3	2
COc1cccc(NC(=S)N(CCN2CCCCC2)Cc2ccco2)c1	-2	3	-1	-0.6	4	-6	-1.5	4	0	6
O=C(Cn1ncc2c(=O)oc3ccccc3c21)N(Cc1ccco1)C1CCCCC1	-1	4	-6	-0.7	-2	2	1.4	-1	0	-25
COc1cccc(C(=O)C(C#N)=C(SC)SC)c1	3	-1	-1	0.2	·	3	-9.4	2	-2	3
O=C(CSc1nnc(NC(=O)C2CCCCC2)s1)NCc1ccco1	-2	4	2	-0.9	1	1	0.8	-6	-2	2
COc1ccccc1NC(=O)N(Cc1cccs1)Cc1cc2cc3c(cc2[nH]c1=O)OCO3	5	-17	-3	2.5	3	-1	0.7	-11	0	-15
Cc1ccc(S(=O)(=O)N2CCN(C(=O)N(c3ccccc3)c3ccccc3)CC2)cc1	-3	3	-2	-0.6	·	2	-1.1	-5	3	10
CC(NC(=O)CN(c1ccc(F)cc1)S(C)(=O)=O)c1ccccc1 (stereo unspecified)	-7	12	-4	-2.3	·	7	-0.8	-10	-3	19
COc1ccc(CNC(=O)[C@H](C)NC(=O)C2CCN(C(=O)[C@@H](N)CCSC)CC2)cc1	5	16	-2	-3.1	1	-1	-0.4	0	0	-36
Cc1ccc(S(=O)(=O)NC(=O)c2ccc(Br)o2)c(C)c1	1	17	-2	-3.0	-2	-1	0.3	-8	1	0
C=CC[C@H]1CC(Cc2ccccc2)=C[C@H](CC=C)N1	5	2	-1	-0.6	-2	15	0.1	-13	0	-36
CCn1c(SCC(=O)Nc2ccccc2N2CCOCC2)nnc1-c1ccccc1O	0	14	-3	-3.2	0	0	3.1	5	-1	4
COc1ccc(OC)c(CCNC(=O)c2sc3nc4n(c(=O)c3c2C)CCC4)c1	-1	5	-4	-0.9	-10	3	2.6	-8	-3	5
CCCc1cc(=O)n2[nH]c(C)c(-c3ccc(OC)cc3)c2n1	-2	8	4	-1.6	-1	6	1.5	0	-3	8
CCCCCCSc1nsc(NC(=O)CCC)n1	2	-28	-4	5.7	-3	9	0.4	-6	-2	-18
O=C(/C=C/c1cccc([N+](=O)[O-])c1)N1CCN(c2ccc(F)cc2)CC1	0	7	2	-1.3	-2	-4	-0.2	3	3	5
COc1ccccc1OCC(=O)N(Cc1nc(-c2ccc(Cl)cc2)no1)C(C)C	7	-2	-6	0.4	·	-6	-0.4	-7	-4	-20
C/C(=C1\SC(N2CCOCC2)=NC1=O)c1ccc(C)cc1	2	-1	1	0.2	-1	0	-0.1	-5	3	0
N#Cc1cccc(NC(=O)COC(=O)c2ccccc2Sc2ccccc2C#N)c1	-1	-8	-1	1.6	6	6	-0.2	-14	1	4
CC(C(=O)NCc1ccco1)n1cc(C(=O)c2ccco2)c2ccccc21 (stereo unspecified)	0	4	-4	-0.8	0	2	-1.8	0	3	-1
CCN1CCSc2ccc(C(=O)NCc3ccccc3F)cc21	5	-1	-5	0.2	·	1	-0.5	-3	-2	-14
O=C(CSc1ncn[nH]1)NCCc1ccc(Cl)cc1Cl	4	-19	-5	2.3	-3	-2	-2.1	-8	-2	-5
COc1ccc(CCNC(=O)c2nnn(-c3ccc4c(c3)OCCO4)c2N)cc1OC	-1	-4	-1	0.7	-1	-2	-1.7	-3	0	3
COc1ccc2ccccc2c1/C=N/NC(=O)c1ccc([N+](=O)[O-])cc1	-1	-27	-2	5.7	-3	4	-2.2	-12	0	5
Nc1cc(-c2cccc(Br)c2)nn1Cc1ccccc1	-3	-14	-1	2.7	0	-8	0.8	-5	4	-8
CCCC1=Nc2cc(C(=O)NCCCOC(C)C)ccc2Sc2ccccc21	6	1	-2	-0.1	-1	-2	-2.5	0	-1	-6
CCN(CC)C(=O)C12C(=O)Oc3ccccc3C1C2(C)C(=O)c1ccc(F)cc1 (stereo unspecified)	3	11	-3	-2.1	0	5	1.2	-15	0	-12
COc1ccc(C(=O)N2CCC3(CC2)NCCc2[nH]cnc23)cc1OC	5	16	3	-3.1	-2	-3	1.1	7	0	5
CN(C)c1nc(Oc2ccc(/C=N/O)cc2)nc(N(C)C)n1	0	10	-7	-1.9	-3	1	-1.6	4	1	0
O=S(=O)(NC1CCCC1)c1ccc(Br)s1	0	4	-5	-0.8	-2	3	1.2	-3	1	7
O=C(CSc1ncn[nH]1)N1N=C(c2ccc(Cl)cc2)CC1c1ccco1 (stereo unspecified)	-3	0	-8	-0.1	-5	0	-1.5	-12	1	7
O=C(NCCCc1ccccc1)c1cccc(NC(=O)C2CCCCC2)c1	2	0	-4	-0.1	2	6	-2.2	-16	-3	-6
Nc1nnc(CC(=O)N/N=C/c2ccc([N+](=O)[O-])cc2)s1	4	13	-6	-2.5	-3	5	-1.6	-5	-3	-5
O=C(NCc1ccncc1)c1cccc(Cn2cc(Br)cn2)c1	-4	7	-4	-1.5	·	-3	-0.1	-16	1	18
COc1ccc(C)cc1NC(=O)c1sc2ncn(CC(=O)N3CCCCC3)c(=O)c2c1C	0	7	-2	-1.4	-2	2	0.0	-2	6	-2
CCc1nc(NCCN2CCOCC2)c(C#N)c2c1CCCC2	-2	7	-6	-1.2	-5	-7	0.3	-7	0	3
O=C(CN1C(=O)c2cccc3cccc(c23)C1=O)N1CCOCC1	-6	8	-6	-1.6	-1	-2	-0.3	-3	0	7
O=C(COC(=O)C1CC1)Nc1ncc(C(F)(F)F)cc1Cl	-5	8	1	-1.5	·	-1	3.2	-11	-1	18
COCCCNC(=S)N1CCN(c2nc(C)nc3sc4c(c23)CCCC4)CC1	-1	8	1	-1.8	-9	-7	0.1	3	-4	4
Cc1ccc2[nH]c(=O)c(CN(CCCN3CCOCC3)C(=O)Nc3cccc(Cl)c3)cc2c1	-3	1	1	-0.2	-3	0	-1.3	4	3	9
CCN(CC(=O)NCc1cccs1)S(=O)(=O)c1cc(NC(C)=O)ccc1OC	-1	10	6	-2.6	·	-1	0.0	-2	5	-9
Cc1ccccc1CN1CCSc2sccc2C1=O	-1	-5	-4	0.9	·	-3	-0.4	-6	1	20
CC[C@H](C)[C@H]1CNC(=O)C(=O)N1CC1CCN(CCc2ccc(Cl)c(Cl)c2)CC1	-3	7	-6	-1.6	-6	3	-2.3	-3	-2	12
CC(=O)c1cccc(OC(=O)Oc2cccc(C(C)=O)c2)c1	-2	1	5	-0.2	-3	-1	-0.9	-7	1	9
O=C(CSc1ccc(Cl)cc1)OCC(=O)N1CCN(c2ccccc2)CC1	-4	-3	1	0.5	-4	-10	0.1	1	-3	10
Cc1ccc(-n2nnc(-c3cccnc3)n2)cc1	7	12	-6	-2.0	-4	-1	3.4	-8	-2	-20
Cc1ccc(NC(=O)c2ccc3c(c2)C(=O)N(c2ccccc2C)C3=O)nc1	4	3	2	-0.7	-3	-2	2.1	-3	-2	-11
COc1ccc(C(=O)NC(=S)N(C)C2CCCCC2)cc1Br	1	9	-1	-1.7	-2	-3	-1.5	3	5	8

Compounds from the list above that have a thiophene ring, fused or not:
SMILES	HTR5A ag	OPRM1-OPRD1 inv	Keap1 Nrf2 FP	MOR-DOR ag	CAL-PDZ inh HTS	cardiac RTF act	LANA DNA inh	Cardiac RTF inh	V-ATPase pHluor	HTR5A inv ag
COc1ccccc1NC(=O)N(Cc1cccs1)Cc1cc2cc3c(cc2[nH]c1=O)OCO3	5	-17	-3	2.5	3	-1	0.7	-11	0	-15
COc1ccc(OC)c(CCNC(=O)c2sc3nc4n(c(=O)c3c2C)CCC4)c1	-1	5	-4	-0.9	-10	3	2.6	-8	-3	5
O=S(=O)(NC1CCCC1)c1ccc(Br)s1	0	4	-5	-0.8	-2	3	1.2	-3	1	7
COc1ccc(C)cc1NC(=O)c1sc2ncn(CC(=O)N3CCCCC3)c(=O)c2c1C	0	7	-2	-1.4	-2	2	0.0	-2	6	-2
COCCCNC(=S)N1CCN(c2nc(C)nc3sc4c(c23)CCCC4)CC1	-1	8	1	-1.8	-9	-7	0.1	3	-4	4
CCN(CC(=O)NCc1cccs1)S(=O)(=O)c1cc(NC(C)=O)ccc1OC	-1	10	6	-2.6	·	-1	0.0	-2	5	-9
Cc1ccccc1CN1CCSc2sccc2C1=O	-1	-5	-4	0.9	·	-3	-0.4	-6	1	20
